# Screening data: PubChem, Vanderbilt High Throughput Screening Facility
# ROMK primary: human ROMK K+ channel modulation, primary screen; B-score at 10 µM; actives 2% (n = 130,000); AID 1918; Tet-inducible ROMK, thallium flux fluorescence; actives lie on both sides;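 active = signal ratio slope over the read window, or its plate-corrected B-score, at least 3 SD from the plate mean, either direction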;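 also: B-score of the F/F0 ratio slope over 7 to 12 s after thallium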
# Target sequence (P48048 whole entry, looked up): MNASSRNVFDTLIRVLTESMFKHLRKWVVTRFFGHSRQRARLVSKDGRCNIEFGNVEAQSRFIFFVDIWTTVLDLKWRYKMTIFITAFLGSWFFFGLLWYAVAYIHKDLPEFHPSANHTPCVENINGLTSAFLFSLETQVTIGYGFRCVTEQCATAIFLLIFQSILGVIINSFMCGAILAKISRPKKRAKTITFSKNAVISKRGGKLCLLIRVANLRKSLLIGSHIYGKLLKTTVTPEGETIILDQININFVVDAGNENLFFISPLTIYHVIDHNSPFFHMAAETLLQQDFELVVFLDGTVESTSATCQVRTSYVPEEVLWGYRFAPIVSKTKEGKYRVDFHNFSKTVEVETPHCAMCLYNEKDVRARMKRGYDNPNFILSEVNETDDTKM
# The depositor's hits bear a star.
SMILES,ROMK primary
COc1ccc(C(=O)Nn2cnnc2)cc1OC,-0.044
CCOC(=O)/C=C(C)\C=C\c1c[nH]c2ccccc12,0.75
Cc1ccc(-n2c(SCC(=O)N3CCCCC3)nc(O)cc2=O)cc1,-0.45
CN(C)/C=C1\C(=O)N(c2ccc(F)cc2F)C(c2cccnc2)S1(=O)=O (configuration not stated),1.4
COC(=O)C1=C(Nc2ccccc2NS(=O)(=O)c2ccc(C(F)(F)F)cc2Cl)CSC1,-0.76
CCN(CC)S(=O)(=O)c1cccc(NC(=O)CNC2CCCCCC2)c1,-0.97
COc1ccc2c(c1)CCC(C)N2C(=O)C(=O)c1c[nH]c2ccccc12 (configuration not stated),-0.033
Cn1nc(C(F)(F)F)c(-c2ccc(F)cc2)c1NC(=O)c1cccnc1,-0.03
CCCN(C(=O)C(=O)Nc1ccc2nc3n(c(=O)c2c1)CCCCC3)c1ccc(OCC)cc1,0.054
O=[N+]([O-])c1ccccc1O[C@@H]1O[C@H](CO)[C@H](O)[C@H](O)[C@H]1O,0.067
O=C(CSC1=NNC(c2ccccn2)S1)Nc1ccc(C(F)(F)F)cc1 (configuration not stated),-0.43
CCCCNC(=O)c1cc2cccc([N+](=O)[O-])c2[nH]1,-0.044
CCN(CC)c1ccc(/C=N/NC(=O)c2ccoc2C)cc1,0.37
Cc1[nH]c2ccccc2c1/C=N/NC(=O)CNC(=O)c1ccco1,0.86
CCOc1ccc(C2NC(=O)NC(C)=C2[N+](=O)[O-])cc1OC (configuration not stated),0.6
O=C(CSC(=S)N1CCOCC1)Nc1ncc2c(n1)CC(c1ccco1)CC2=O (configuration not stated),0.45
c1ccc(COC(CN2CCCCCC2)CN2CCCCCC2)cc1,-2.4
N#C/C(=N/Nc1ccccc1[N+](=O)[O-])C(N)=S,0.77
Cc1nc2c(c(C)nn2-c2ccccc2)c(C)c1CCC(=O)Nc1ccc(CN2CCCC2)cc1,-0.45
O=C(C1CC1)N1CCN(c2ccc([N+](=O)[O-])cc2-n2cccc2)CC1,-0.22
CCCCN(C(=O)Oc1ccccc1)C1CCS(=O)(=O)C1 (configuration not stated),-0.64
COc1cc([N+](=O)[O-])cc(/C=N/NC(=O)Cn2cncn2)c1O,0.64
O=C(Nc1ccc(Oc2ncnc3cc(Cl)ccc23)nc1)c1cccs1,0.68
N#CC1=C2N=C(N)c3ccccc3N2C2=C(C(=O)CCC2)C1c1ccccc1F (configuration not stated),-0.55
CCCn1c2c(c(=N)c3c1CCC3)CCC2,-1.3

# More entries
SMILES,ROMK primary
COc1ccc(-c2c(C(F)(F)F)nn(C)c2NC(C)=O)cc1,-0.6
COc1ccc(CNC(=O)C2CCC(=O)N2C(C)C)c(OC)c1 (configuration not stated),-0.0029
Cc1cc2nc3ccc(=[N+](C)C)cc-3sc2cc1N,-0.0057
Cc1nc(-c2cc(C#N)c(Sc3cccc(C(F)(F)F)c3)nc2C)cs1,-1.2
N#Cc1c(-c2cccs2)nc(SCC(=O)c2ccc(Br)cc2)[nH]c1=O,0.88
Cc1[nH]c2ccccc2c1CC#N,1.3
COC(=O)c1sc(-c2ccc(Cl)cc2)cc1NC(=O)/C=C/C(=O)O,1.2
O=C(CSc1ncc(S(=O)(=O)c2ccccc2)c(=O)[nH]1)Nc1ccccc1Cl,0.038
COCCn1cnc2c1c(=O)n(CC(=O)c1ccc3c(c1)OCCO3)c(=O)n2Cc1ccccc1,0.12
Cc1ccc2[nH]c3c(Cl)ncnc3c2c1,-0.95
COc1ccc([C@@H]2OC2(C(N)=O)C(N)=O)cc1,1.1
CSc1nnc2c(n1)OC=Nc1ccc(Br)cc1-2,0.45
O=C(Nc1cccc2ccccc12)C(=O)C1C(=O)Nc2ccccc21 (configuration not stated),0.61
CCOC(=O)C1=NNC2C(=O)N(Cc3ccccc3)C(=O)C12 (configuration not stated),1.2
CCCC/C(O)=C1\C(=O)CCCC1=NCCc1c(C)[nH]c2ccc(OC)cc12,-0.53
S=c1[nH]ccn1-c1cccc(Cl)c1Cl,0.077
Cn1c(SCC(=O)Nc2ccc(Cl)cc2)nc(O)cc1=O,-0.47
Cc1oc2cc([N+](=O)[O-])c(O)c([N+](=O)[O-])c2c1C(=O)c1ccc(Cl)cc1,0.11
O=c1c2c([nH]c3ccccc13)CCCCC2,0.15
COC(=O)c1ccc(NC(=O)[C@H](C)NC(N)=O)cc1,0.34
COC(=O)C1C(O)C(C)C(O)C(C)(O)/C=C\C=C(/C)C(=O)Nc2c(C)c(OC(C)=O)c3c(c2O)C(=O)C(C)=C2OCOC(=C23)/C(C)=C/C(C)(O)C(O)C(C)C1O (configuration not stated),-0.054
O=C(CCNC(=O)c1ccccc1Cl)N/N=C\c1ccc(O)cc1,-0.18
Cc1cc(C(=O)NNC(=O)NC(C)C)no1,-0.67
COc1cc(C(F)(F)F)nc2ccc(C#CCOC(=O)Nc3ccccc3)cc12,-0.22
Cc1[nH]c(=O)[nH]c(=O)c1/C=N/NC(=O)CCNC(=O)OC(C)(C)C,2.5

# Continued:
SMILES,ROMK primary
COC(=O)c1cc(NS(=O)(=O)c2ccc(C(C)C)cc2)ccc1N1CCOCC1,-0.0047
O=C1CC(C(=O)O)S/C(=N\N=C\c2ccc(Br)cc2)N1 (configuration not stated),-0.26
O=C(NC12CC3CC(CC(C3)C1)C2)OCCNC1CCCCC1,0.74
COc1cc(C(=O)Nn2c(O)c(C3=c4ccccc4=NC3=O)sc2=S)ccc1O,0.28
Nc1nonc1-n1nnc(C(=O)N/N=C/c2ccccc2Cl)c1COc1ccc(F)cc1,-0.17
CCOC(=O)c1c(NC(=O)CCC(=O)N(CC)CC)sc2c1CC(C)(C)OC2,-0.87
CC1(C)C2([N+](=O)[O-])CN3CC1([N+](=O)[O-])CN(C2)C3c1ccc(O)c(O)c1 (configuration not stated),0.73
Cc1cc2c(cc1C)/C(=N/NC(=O)c1ccccn1)CCC2,-0.15
CC(C)(C)OC(=O)NCCc1nnc(SCc2cccc(Cl)c2)o1,-0.4
O=C(N/N=C/c1ccc([N+](=O)[O-])o1)c1cc2ccccc2o1,0.19
O=C(NCCCc1ccccc1)C1CCC(CNc2c(N3CCCCC3)c(=O)c2=O)CC1 (configuration not stated),-0.51
COc1ccc(C(=O)Nc2cccnc2Sc2ccc(Cl)cc2)cc1,0.72
COc1ccc(C)cc1S(=O)(=O)N1CCCCCC1,-0.6
CCCCCCN1C=CC=C/C1=C\C=C(C#N)C#N,-4.4*
O=S(=O)(Cc1ccc(Cl)cc1)C1CCCCC1O (configuration not stated),-0.24
NC(=NC(=O)c1ccc(OCC(F)(F)F)nc1)c1ccc(Cl)cc1,1.5
CC1CC2C3CCC4=CC(=O)C=CC4(C)C3(F)C(O)CC2(C)C1(O)C(=O)CO (configuration not stated),-0.42
COc1cccc(/C=N/NC(=S)NC2CC3CC2C2C=CCC32)c1O (configuration not stated),0.28
O=c1[nH]c2cc3c(cc2cc1CN(CCO)S(=O)(=O)c1ccccc1)OCCO3,-1
CC1CCC(NC(=O)C2CCC(CNc3c(N4CCCCC4)c(=O)c3=O)CC2)CC1 (configuration not stated),0.62
CCN(CC)c1ccc(/C=N/NC(=O)c2ccco2)c(O)c1,1.9
CC(=O)NC(NC(=S)Nc1ccc(C)cc1C)C(Cl)(Cl)Cl (configuration not stated),-0.31
CCc1cc2c(=O)c(-c3nc(C)cs3)coc2cc1O,-0.35
COc1ccc(/C=N/N2CCOCC2)cc1Cn1cc([N+](=O)[O-])cn1,0.084
O=C(O)c1ccc(NCc2nc3ccccc3n2Cc2ccccc2)cc1,1.2

# The listing continues.
SMILES,ROMK primary
CC1(C(=O)O)COC(c2ccc(Cl)cc2)OC1 (configuration not stated),-0.55
NC(=O)Cc1nc(-c2ccc(F)cc2)cs1,0.96
CCOC(=O)c1cn(CC)c2cc(F)c(F)cc2c1=O,-0.43
COC(=O)c1ccc(C(=O)NN)cc1,-0.057
O=C(Nc1nc2ccccc2c(=O)s1)c1ccco1,-2.3
Cc1ccc(NC(=O)CCc2nc3ccccc3[nH]2)cc1C,-0.63
CCC(=O)O/N=C(\N)c1ccc(Oc2cc(C)c(Cl)c(C)c2)c([N+](=O)[O-])c1,-1.2
C/C(=N\O)C(C)(C)Nc1cccc(Br)c1,0.45
CC(C)(C)NC(=O)NCc1cccnc1,-0.15
CC(C)c1ccc(/C=C2\SC(N3CCOCC3)=NC2=O)cc1,0.92
Cc1oc(S(=O)(=O)N(C)C)cc1C(=O)Nc1ccc(Cl)cc1,0.55
C(=C\c1ccc(/C=C/c2ccccc2)nn1)/c1ccccc1,0.001
O=C(NCc1ccc(Cl)cc1)c1csc(-c2cccnc2)n1,0.15
COc1ccc(NC(=O)Oc2cc(C)ccc2C(C)C)cc1,0.16
Cc1ccc(Cc2cc(C)n[nH]c2=O)cc1,1.2
C/C(=N/N=C1\SCC(=O)N1c1ccccc1)c1ccc(C)cc1,0.71
O=C(O)C#Cc1cccc2ccccc12,0.029
Cc1cc(C)n(-c2cccc(Cl)c2C#N)n1,0.00046
CN(C)CCCN=C(NO)c1ccc(Cl)cc1Cl,0.17
Cn1c(SCC(=O)NNC(=S)Nc2ccccc2)nnc1-c1ccncc1,0.83
COc1ccc(-c2cn3ccc(C)cc3n2)cc1,0.94
CCOC(=O)C1CCN(C(=O)Nc2ccc(OCc3ccccc3)cc2)CC1,-0.89
COCCNc1nc(-c2ccccc2)nc2c1oc1ccccc12,-0.19
CC(=O)C1C(c2ccc(F)cc2)c2c(noc2C)CC1(C)O (configuration not stated),-0.95
O=C(CCl)Nc1ccc(Sc2ccc(NC(=O)CCl)cc2)cc1,0.017

# Taken from the listing for reference:
SMILES,ROMK primary
CC(C)c1ccc(/C=C2\SC(N3CCOCC3)=NC2=O)cc1,0.92
Cc1oc(S(=O)(=O)N(C)C)cc1C(=O)Nc1ccc(Cl)cc1,0.55
C(=C\c1ccc(/C=C/c2ccccc2)nn1)/c1ccccc1,0.001
O=C(NCc1ccc(Cl)cc1)c1csc(-c2cccnc2)n1,0.15
COc1ccc(NC(=O)Oc2cc(C)ccc2C(C)C)cc1,0.16
Cc1ccc(Cc2cc(C)n[nH]c2=O)cc1,1.2
C/C(=N/N=C1\SCC(=O)N1c1ccccc1)c1ccc(C)cc1,0.71
O=C(O)C#Cc1cccc2ccccc12,0.029
Cc1cc(C)n(-c2cccc(Cl)c2C#N)n1,0.00046
CN(C)CCCN=C(NO)c1ccc(Cl)cc1Cl,0.17
Cn1c(SCC(=O)NNC(=S)Nc2ccccc2)nnc1-c1ccncc1,0.83
COc1ccc(-c2cn3ccc(C)cc3n2)cc1,0.94
CCOC(=O)C1CCN(C(=O)Nc2ccc(OCc3ccccc3)cc2)CC1,-0.89
COCCNc1nc(-c2ccccc2)nc2c1oc1ccccc12,-0.19
CC(=O)C1C(c2ccc(F)cc2)c2c(noc2C)CC1(C)O (configuration not stated),-0.95
O=C(CCl)Nc1ccc(Sc2ccc(NC(=O)CCl)cc2)cc1,0.017

# Other records
SMILES,ROMK primary
COc1ccc(/C=N/Nc2nc(-c3cccnc3)nc3ccccc23)c(OC)c1,-0.29
CCOC(=O)c1cn2nc(Oc3ccc(C#N)cc3)ccc2n1,0.44
CCN(CC)CCCNC(=O)C1CCN(c2ncnc3c2sc2cccc(F)c23)CC1,-0.43
C=CCn1c(-c2sc3nc(C)cc(C)c3c2N)n[nH]c1=S,1.1
CCn1c(SCC(=O)Nc2ccc(C)cc2)nc(O)cc1=O,0.3
COc1ccc(Nc2nc3ccccc3nc2NS(=O)(=O)c2cccs2)c(OC)c1,-0.66
Cc1cc(NC(=O)CN2C(=O)c3ccccc3C2=O)no1,0.44
O=C(NCc1ccccc1)NC12CC3CC(CC(C3)C1)C2,-0.72
Cc1csc2c(N3CCN(C(=S)Nc4ccc(C(F)(F)F)cc4)CC3)ncnc12,-0.17
C=CCn1c(-c2cnn(-c3ccccc3)c2N)n[nH]c1=S,-0.32
COCCn1cnc2c(c1=O)c1nc3ccccc3nc1n2/N=C/c1ccco1,0.84
COc1ccccc1CNC(=O)c1cc(C)nn1-c1ccccc1,1.4
CSc1nnc(SCC#N)s1,0.58
Cn1cnc(S(=O)(=O)Nc2ccc(OC(F)F)cc2)c1,1.5
COC(=O)c1sc(N2C(=O)c3oc4ccccc4c(=O)c3C2c2cccc(O)c2)nc1C (configuration not stated),0.46
Nc1c(C(=O)N/N=C/c2ccc(F)cc2)oc2nc(-c3ccccc3)cc(-c3ccco3)c12,-2.1
COC(=O)c1scc(C)c1NC(=O)CC1NCCNC1=O (configuration not stated),0.28
CC12CCC(C(=Nc3ccc(N=C4C(=O)C5(C)CCC4C5(C)C)cc3)C1=O)C2(C)C,0.12
CC(C)CN1C(=O)/C(=C/c2c(N3CCc4ccccc4C3)nc3ccccn3c2=O)SC1=S,0.97
O=C(O)c1cc2n(n1)C(C(F)(F)F)CC(C1CC1)N2 (configuration not stated),1.7
Cn1c(=O)c(=O)n(C)c2cc(S(=O)(=O)N3CC(=O)N(CCc4ccccc4)C(=O)C3)ccc21,-0.96
CCOC(=O)C(C)NC(=O)Cn1ncc2c(=O)oc3ccc(C)cc3c21 (configuration not stated),-0.033
CCN(CC)c1ccc(/C=N\NC(=O)c2cccc3cc[nH]c23)cc1,-0.77
O=C(O)c1ccccc1C(=O)Nc1ccc(-n2ccc(C(F)(F)F)n2)cc1,-0.17
Cc1cc(-n2cnc(-c3cn(C)nc3C)n2)no1,0.32

# Next structures follow:
SMILES,ROMK primary
Cc1csc(NC(=O)c2ccco2)c1C(=O)c1ccccc1,0.69
O=C(c1cc2c(s1)-c1ccccc1S(=O)(=O)C2)N1CCCC1,-0.33
C[C@H](NC(N)=O)C(=O)Nc1ccc2c(c1)OCO2,0.48
CCOc1ccc(N=C/C=C/c2ccccc2)c(O)c1,-0.22
CCC(C)C(NC(=O)c1ccccc1NC(=O)c1ccco1)C(=O)NNC(=O)c1ccncc1 (configuration not stated),0.14
CCC(C)NC(=O)CC(C)C (configuration not stated),0.094
CCOC(=O)C1=C(C)NC(=S)N(C(C)=O)C1c1ccc(OC)c(OC)c1 (configuration not stated),-1.4
CC(C)CCSc1nnc(N)s1,-0.59
COc1ccc(N2CCN(S(=O)(=O)c3cn(C)c(=O)n(C)c3=O)CC2)cc1,0.23
Cc1nn(-c2ccccc2)cc1/C=N/NC(=O)c1cccs1,-2.2

# Only part of the results is shown; count on the stated rates, not on these rows.
